Source: PubChem (National Center for Advancing Translational Sciences (NCATS))
TRb-SRC2 inh: TRbeta-SRC2 interaction inhibition. P10828. TRbeta-SRC2 peptide binding, fluorescence polarization; receptor liganded with 1 µM T3. Potency, µM (top dose mostly 106 µM), for the others: at the highest dose activity change, negative = inhibition, most hits filed as inhibitors. 0.065% of 280,000 active;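 note: plate controls were bound peptide for no effect and peptide without receptor for full effect; nearly all actives have a fitted effect of over 50% in size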
Target sequence (P10828 whole entry, looked up): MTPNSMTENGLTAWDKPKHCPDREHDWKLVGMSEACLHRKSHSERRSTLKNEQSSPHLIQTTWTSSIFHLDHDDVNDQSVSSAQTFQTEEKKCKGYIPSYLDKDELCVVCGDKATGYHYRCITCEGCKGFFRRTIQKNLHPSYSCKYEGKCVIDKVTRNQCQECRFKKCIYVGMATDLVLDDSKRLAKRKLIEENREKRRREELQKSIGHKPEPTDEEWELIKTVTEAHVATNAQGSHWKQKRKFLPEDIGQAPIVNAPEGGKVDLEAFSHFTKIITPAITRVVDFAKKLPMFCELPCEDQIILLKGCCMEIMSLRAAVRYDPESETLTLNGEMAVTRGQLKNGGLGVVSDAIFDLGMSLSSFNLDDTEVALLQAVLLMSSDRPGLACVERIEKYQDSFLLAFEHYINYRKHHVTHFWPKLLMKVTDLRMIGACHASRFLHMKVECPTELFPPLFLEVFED
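A fluorescence polarization screen tested compounds at multiple concentrations against complex formation between 0.6 uM TRb ligand-binding domain and 20 nM Texas Red SRC2 peptide, with 1 uM T3 present; readout after 5 hr.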
RECQ1 helicase: RECQ1 (human) helicase inhibition; P46063; RECQ1 DNA unwinding, red fluorescence kinetic read; Potency, µM (top dose mostly 57.3 µM), inactives show top-dose activity, negative = inhibition, hits mostly inhibitors; 0.54% of 240,000 active; AID 2549;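 note: plate controls were vehicle for no effect and no enzyme for full effect; nearly all actives have a fitted effect of over 30% in size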
Target sequence (P46063 whole entry, looked up): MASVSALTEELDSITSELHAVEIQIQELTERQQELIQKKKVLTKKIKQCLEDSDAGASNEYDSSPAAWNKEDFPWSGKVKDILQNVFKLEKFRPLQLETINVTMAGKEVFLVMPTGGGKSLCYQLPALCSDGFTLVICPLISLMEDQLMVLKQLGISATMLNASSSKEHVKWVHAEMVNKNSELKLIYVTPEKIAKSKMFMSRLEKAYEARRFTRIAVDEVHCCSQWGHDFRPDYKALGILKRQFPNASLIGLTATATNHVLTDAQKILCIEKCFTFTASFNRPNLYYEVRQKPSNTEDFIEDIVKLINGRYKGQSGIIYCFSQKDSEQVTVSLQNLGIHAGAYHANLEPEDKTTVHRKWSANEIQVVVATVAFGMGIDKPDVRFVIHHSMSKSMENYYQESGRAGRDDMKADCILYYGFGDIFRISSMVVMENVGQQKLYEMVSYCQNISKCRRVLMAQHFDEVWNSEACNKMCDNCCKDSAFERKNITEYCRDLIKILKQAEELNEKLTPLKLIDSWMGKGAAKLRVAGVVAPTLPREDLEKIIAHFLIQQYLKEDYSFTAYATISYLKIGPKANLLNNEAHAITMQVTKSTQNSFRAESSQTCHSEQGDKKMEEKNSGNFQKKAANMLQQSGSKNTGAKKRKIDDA
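50 nM RECQ1T1 preincubated 15 min with compound in Tris pH 8.0 buffer with MgCl2, DTT, Tween-20 and 2.5 ug/ml poly(dI-dC); started with 200 nM TAMRA/BHQ-2 forked duplex and 2 mM ATP. Unwinding read as fluorescence (525/598 nm), two reads 2 h apart.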
GoLoco inh red: blocks human Gai1 binding to RGS12 GoLoco peptide, red readout. P63096. Gai1:RGS12 GoLoco peptide FP, rhodamine, 10 min. Potency, µM (doses to about 61.6 µM), for inactives: at the top dose activity, negative = inhibition, actives largely listed as inhibitors. 0.44% of 230,000 active; active = well fitted inhibition curve with a large enough effect, not every such curve was filed as active; inactive = no such curve, though single readings can be large or run the other way; note: nearly all actives have a fitted effect of over 30% in size; many of its hits are not listed in these tables
GAA glycogen mod: alters human alpha-glucosidase cleavage of glycogen; recombinant GAA, glycogen substrate, Amplex Red glucose oxidase fluorescence; Potency, µM (highest dose often 76.4 µM), without a hit: top-dose activity change, negative = inhibition, hits mostly inhibitors; 0.38% of 300,000 active; AID 2100;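 note: 0% = full enzyme reaction and -100% = no-enzyme basal signal; the screen sought inhibitors and activators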
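qHTS, 1536-well; enzyme 4 nM final; cpd up to 77 uM; substrate bovine liver glycogen 30 ug; 50 mM citrate/phosphate pH 5.0, 0.01% Tween-20; 37 C, 40 min; Amplex Red detection 45 min RT; Hill fit → AC50.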
GAA inhib: alpha-glucosidase (human) inhibition; Potency, µM (highest dose often 76.9 µM), inactives show at the highest dose activity change, negative = inhibition, hits mostly inhibitors; AID 1466; P10253; 0.005% of 200,000 active; purified human GAA, 4-MU-alpha-glucoside fluorescence;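 note: plate controls were uninhibited enzyme wells for no effect and no-enzyme background for full effect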
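Read-out is 4-methylumbelliferone fluorescence (Ex 365/Em 440 nm) after NaOH/glycine stop at pH 10. Enzyme 4 nM, substrate 400 uM, pH 5.0 citrate buffer, 20 min room temperature; AC50 from Hill-equation concentration-response.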
TR SRC2 fluor cs: Texas Red fluorescence interference in TRb-SRC2 counter-screen | Potency, µM (series often up to 106 µM), for the others: at the highest dose fluorescence change, negative = quenching | 0.29% of 280,000 active | TRb/SRC2 Texas Red total fluorescence interference; active = well fitted curve in either direction with a large enough effect; inconclusive = small, poorly fitted or top-dose-only effect
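Human TRb ligand-binding domain at 0.6 uM with 20 nM Texas Red SRC2 peptide in Tris buffer containing 1 uM T3 and 5% DMSO, incubated with compound 5 h at ambient temperature. Total fluorescence (555/632 nm) calculated as parallel + 2 × perpendicular.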
GAA spleen mod: inhibits or activates alpha-glucosidase in human spleen homogenate; human spleen homogenate, 4-MU-alpha-glucoside fluorescence; 0.006% of 240,000 active; Potency, µM (doses to about 79.9 µM), for the others: at the top dose activity change, negative = inhibition, usual class: inhibitors; AID 2112; P10253;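 note: 0% = enzyme with vehicle and -100% = no enzyme basal signal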
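AC50 values come from Hill-equation fits of concentration-response data, normalized to no-enzyme and full-activity controls. Enzyme source: 1 ug human spleen homogenate; 1 mM fluorogenic 4-MU glucoside, pH 5.0 citrate buffer, 37 C, 40 min.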
L3MBTL1 inh: blocks human L3MBTL1. 0.66% of 230,000 active. Potency, µM (series often up to 57.1 µM), without a hit: at the highest dose activity, negative = inhibition, usual class: inhibitors. AlphaScreen L3MBTL1–H3K9me1 peptide binding. Q9Y468; note: nearly all actives have a fitted effect of over 60% in size
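L3MBTL1 50 nM + b-AHA-H3(1-15)K9me1 75 nM, 30 min RT; compound added, 30 min RT; streptavidin donor/Ni-chelate acceptor beads 10 ug/mL each final, 30 min RT dark; AlphaScreen read.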
An asterisk follows results filed as active; i = inactive; ? = inconclusive; . = not tested or not shown; [ ] = remark or other dose. Unless noted, calls come from the whole dose curve; as a rule, active = well fitted curve in the direction sought with a large enough effect; inconclusive = small, poorly fitted or top-dose-only effect, or another doubt; inactive = no such curve, though single readings can be large; an effect the other way counts as inactive or inconclusive. Unless noted, % is set by controls: 0 for no effect and ±100 for the full control effect; potency is the fitted concentration of half-maximal effect. Only part of the results is shown. The share of hits here may be higher or lower than overall.

SMILES	TRb-SRC2 inh	RECQ1 helicase	GoLoco inh red	GAA glycogen mod	GAA inhib	TR SRC2 fluor cs	GAA spleen mod	L3MBTL1 inh
CC(C)=CCN1CCN(CCC2=C(C)CCCC2(C)C)CC1CCO (stereo not drawn)	-5%	i	3%	18%	.	1%	-5%	-4%
COc1ccc(N2C(C(C)=O)=NN(c3ccccc3)C2c2cccs2)cc1 (stereo not drawn)	-10%	-1%	0%	11%	-11%	-2%	-2%	.
O=C1/C(=C/c2ccccc2)NC(=S)N1C(c1ccccc1)c1ccccc1	-17%	-4%	3%	-9%	-1%	-4%	1%	.
COc1ccc(O)c(-c2[nH]ncc2C(=O)c2ccccc2C)c1	-6%	-5%	4%	?	-6%	-3%	-3%	-3%
CN1CCN(C(=O)NC2CCCN2S(=O)(=O)c2ccc(Cl)cc2)CC1 (stereo not drawn)	-17%	i	3%	-2%	-1%	-3%	-4%	-1%
CCCn1c(-c2ccc(F)cc2)nc2c(NC(C)CCCN(CC)CC)nc(C)nc21 (stereo not drawn)	-2%	-10%	-1%	.	.	1%	-3%	.
O=c1c2ccccc2nc2sc3ccccc3n12	-16%	-2%	2%	-4%	6%	-3%	1%	-1%
O=C(Nc1c(F)cc(F)cc1Br)c1cccnc1	-4%	i	-1%	-8%	-5%	-6%	1%	.
C=CCSc1nnc(-c2c[nH]c3ccccc23)n1CC	2%	-10%	16%	-36%	-7%	-3%	7%	.
CC(Oc1ccccc1)C(=O)NNC(=O)c1ccccn1 (stereo not drawn)	6%	-8%	2%	16%	-8%	-2%	-9%	8%
O=C(CNC(=O)c1cccs1)NCC(=O)OCc1c(Cl)cccc1Cl	1%	-7%	-5%	8%	10%	-1%	4%	3%
CC(CN(C)Cc1ccccc1)OC(=O)c1cccs1 (stereo not drawn)	-10%	7%	4%	-5%	2%	-1%	-3%	29%
Cc1ccccc1C(=O)/C=C1\NC(=O)CS1	7%	-4%	39%[activator]	-10%	-9%	5%	8%	-2%
O=C(COc1ncnc2c(Cl)cc(Cl)cc12)N1CCN(S(=O)(=O)c2ccccc2)CC1	2%	-5%	9%	-4%	-5%	4%	1%	.
O=[N+]([O-])c1ccc(COc2ccc(CNc3ccccc3)cc2)cc1	-2%	-2%	-11%	5%	5%	0%	-2%	-4%
CCn1c(Cc2ccc(OC)cc2)nnc1SCC(=O)Nc1cccc(C(=O)OC)c1	-2%	-6%	-13%	-10%	8%	-6%	-4%	?
CCCCc1c(C)c(C#N)c2nc3ccccc3n2c1Cl	-1%	0%	5%	-3%	1%	1%	-5%	11%
COc1ccc(C=O)cc1OS(=O)(=O)c1ccccc1[N+](=O)[O-]	-8%	-3%	1%	5%	5%	-1%	-22%	-8%
CC(/C=N/NC(=O)c1cccnc1)=C\c1ccccc1	-2%	-14%	0%	7%	5%	0%	-2%	.
Cc1cccc(NC(=O)c2ccccc2NC(=O)C2CCCCC2)c1C	?	-25%	298%[activator]	1%	6%	?	-6%	-2%
Cc1ccc(NC(=O)c2ccc(S(=O)(=O)C(F)F)cc2)c(C)c1	-6%	0%	-15%	2%	2%	-7%	-5%	31%[activator]
COc1ccc(N(C(=O)c2ccco2)C(C(=O)NC2CCCC2)c2cccs2)cc1OC (stereo not drawn)	-10%	-3%	-10%	-17%	-11%	1%	-4%	-3%
COc1ccc(/C(N)=N/OC(=O)Cc2ccc(C)cc2)cc1	-5%	-4%	4%	-1%	-5%	-1%	-4%	76%[activator]
Cc1cc(C)nc(SCC(=O)Nc2ccc(S(=O)(=O)Nc3ncccn3)cc2)n1	-5%	-13%	19%	3.5µM*	8%	-10%	-6%	35%[activator]
O=C(NCc1ccc(-c2csnn2)cc1)c1cccs1	9%	-2%	0%	-2%	.	0%	3%	3%
O=C(CCSCCC(=O)NCC1CCCO1)NCC1CCCO1 (stereo not drawn)	5%	-9%	3%	-1%	-1%	-8%	-20%	2%
COc1cc(/C=N/NC(=O)COc2ccccc2[N+](=O)[O-])ccc1OC(=O)c1ccco1	-4%	3%	2%	-9%	3%	-4%	2%	-3%
O=C(CSc1nc(Nc2ccccc2)nc(N2CCOCC2)n1)Nc1ccccc1Cl	3%	-1%	5%	-3%	-1%	-1%	-9%	.
Cc1cc(=O)oc2ccc(OCC(=O)N(Cc3ccc(F)cc3)Cc3ccco3)cc12	2%	-5%	8%	-3%	-5%	0%	-8%	0%
CCOC(=O)C1C2C=CC3(CN(c4cccc(Cl)c4)C(=O)C13)O2 (stereo not drawn)	1%	-4%	-1%	11%	-3%[15.4 µM]	3%	-2%	1%
CCOc1ncnc2c1[nH]c1ccccc12	1%	-12%	12%	4%	5%[15.4 µM]	-2%	6%	.
CN=C1SC(CC(=O)Nc2ccc(C(=O)O)cc2)C(=O)N1C (stereo not drawn)	1%	i	0%	-3%	-2%	0%	2%	.
COc1cc([N+](=O)[O-])ccc1NC(=O)C[n+]1cccc(C)c1	3%	1%	-2%	5%	-2%	-9%	7%	7%
O=C(Nc1ccccc1Cl)c1ccc(-c2ccccn2)s1	-1%	-1%	4%	-2%	.	-4%	-3%	5%
Cc1ccc(C)c(CSc2nnc(-c3cccs3)n2Cc2ccco2)c1	-6%	-17%	5%	-5%	-6%	0%	-3%	-14%
CN1C(=O)c2ccccc2Sc2ccc(NC(=O)N3CCCC3)cc21	-3%	-17%	-4%	-11%	3%	1%	-8%	-1%
O=C(NS(=O)(=O)c1ccc2c(c1)OCCO2)c1ccccc1	1%	-15%	-3%	7%	1%	-6%	-1%	-6%[11.4 µM]
Cc1cccc(NC(=O)CN2CCC(NC(=O)C3CCCCC3)CC2)c1C	-1%	-14%	8%	-3%	-12%	-1%	1%	1%
OCCC1CN(Cc2cnc(-c3ccccc3)s2)CCN1CCc1ccccc1 (stereo not drawn)	-8%	i	4%	13%	.	-3%	-8%	-13%
CCOC(=O)C1CCN(c2c(Nc3ccc4c(c3)OCCO4)c(=O)c2=O)CC1	7%	-9%	10%	1%	2%	-2%	2%	-30%
Cc1cccc(/C=C(\c2nc3ccccc3[nH]2)S(=O)(=O)c2ccccc2)c1	3%	-4%	-3%	4%	1%	-3%	-7%	-15%
CNC1C(O)C(O)C(CO)O[C@H]1OC1C(O[C@@H]2C(O)C(O)[C@@H](N=C(N)N)C(O)C2N=C(N)N)OC(C)[C@]1(O)C=O (stereo partly drawn)	-1%	-12%	3%	.	.	1%	-3%	.
CCOC(=O)C1CCCN(C(=O)CCCOc2cc(=O)n(C)c3ccccc23)C1 (stereo not drawn)	0%	-5%	2%	7%	-6%	1%	-1%	8%
CCSc1nnc(NC(=O)C(C)Sc2nc3ccccc3[nH]2)s1 (stereo not drawn)	-2%	i	7%	1%	-1%	0%	1%	4%
O=C(CSc1nnc(NC(=O)c2ccco2)s1)Nc1ccc2c(c1)OCCO2	13%	i	5%	8%	1%	-1%	9%	8%
COC(=O)c1cc(NC(=O)c2cccc(C(F)(F)F)c2)c(=O)oc1C	9%	i	23%	-7%	-9%	0%	-18%	.
CCOC(=O)N1CCN(c2ccc(S(=O)(=O)N(Cc3ccccc3)Cc3ccccc3)cn2)CC1	-21%	-16%	6%	1%	-5%	3%	-10%	-2%
CCOc1ccc(N2CC(=O)SC2=S)cc1	7%	-25%	46%[activator]	?	-7%	6%	3%	-1%
COc1ccc([N+](=O)[O-])cc1-n1cccc1	-1%	-7%	6%	4%	-4%	-1%	9%	-14%
Cc1ccc(-n2nnnc2Sc2nc([N+](=O)[O-])nn2C)cc1	-17%	1%	3%	-4%	3%	2%	0%	8%
COc1ccc(-c2nn(-c3ccccc3)cc2CNCc2cccnc2)c(F)c1	-2%	-12%	11%	13%	5%	-1%	-3%	-5%
CCOC(=O)c1ccc(NC(=O)CSc2ccc(-c3ccncc3)nn2)cc1	-3%	1%	8%	-3%	4%	-3%	-10%	.
COc1ccc2c(c1OC)C(=O)N1c3ccccc3C(=O)N(c3ccc(F)cc3)C21 (stereo not drawn)	-10%	-12%	-11%	-3%	-1%	1%	4%	-2%
Cc1cc(F)ccc1S(=O)(=O)N1CCCOC1CNC(=O)C(=O)NCCC1=CCCCC1 (stereo not drawn)	-1%	-5%	2%	5%	-1%	-6%	-4%	0%
CCc1cccc(OCCCCNCCCOC)c1	-5%	-2%	12%	5%	?	-2%	-6%	6%
c1ccc(Cc2noc(CN3CCN(Cc4ccc5c(c4)OCO5)CC3)n2)cc1	6%	-3%	14%	1%	-7%	-1%	-8%	-6%
COc1ccc(CNC(=O)CCSc2ccc(F)cc2)cc1OC	5%	0%	-5%	4%	-3%	0%	6%	.
O=C(NCCc1ccc(F)cc1)c1n[nH]c2ccccc12	-9%	i	9%	8%	1%	-1%	-1%	7%
COc1ccc(-c2cn3cc(C)ccc3n2)cc1OC	-4%	-1%	-10%	0%	-1%	-6%	4%	0%

Two records drawn at random from the list so far:
SMILES	TRb-SRC2 inh	RECQ1 helicase	GoLoco inh red	GAA glycogen mod	GAA inhib	TR SRC2 fluor cs	GAA spleen mod	L3MBTL1 inh
Cc1ccc(-n2nnnc2Sc2nc([N+](=O)[O-])nn2C)cc1	-17%	1%	3%	-4%	3%	2%	0%	8%
CCOC(=O)C1CCCN(C(=O)CCCOc2cc(=O)n(C)c3ccccc23)C1 (stereo not drawn)	0%	-5%	2%	7%	-6%	1%	-1%	8%

Rewritten with bars between the fields: four of the compounds above
Compound | TRb-SRC2 inh | RECQ1 helicase | GoLoco inh red | GAA glycogen mod | GAA inhib | TR SRC2 fluor cs | GAA spleen mod | L3MBTL1 inh
CCOc1ccc(N2CC(=O)SC2=S)cc1 | 7% | -25% | 46%[activator] | ? | -7% | 6% | 3% | -1%
COc1ccc2c(c1OC)C(=O)N1c3ccccc3C(=O)N(c3ccc(F)cc3)C21 (stereo not drawn) | -10% | -12% | -11% | -3% | -1% | 1% | 4% | -2%
CNC1C(O)C(O)C(CO)O[C@H]1OC1C(O[C@@H]2C(O)C(O)[C@@H](N=C(N)N)C(O)C2N=C(N)N)OC(C)[C@]1(O)C=O (stereo partly drawn) | -1% | -12% | 3% | . | . | 1% | -3% | .
c1ccc(Cc2noc(CN3CCN(Cc4ccc5c(c4)OCO5)CC3)n2)cc1 | 6% | -3% | 14% | 1% | -7% | -1% | -8% | -6%
